From PubChem
ATG4B inh – ATG4B protease inhibitors, primary screen, biochemical, fluorescence, uHTS; 340,000 compounds, 0.51% hits; ATG4B cleavage of LC3-PLA2, NBD-HPC fluorescence, 1 h; inhibition, % at 8.33 µM; Cysteine protease ATG4B (Homo sapiens), Q9Y4P1; in the data active means inhibition above about 40%
Target sequence (Q9Y4P1 whole entry, looked up): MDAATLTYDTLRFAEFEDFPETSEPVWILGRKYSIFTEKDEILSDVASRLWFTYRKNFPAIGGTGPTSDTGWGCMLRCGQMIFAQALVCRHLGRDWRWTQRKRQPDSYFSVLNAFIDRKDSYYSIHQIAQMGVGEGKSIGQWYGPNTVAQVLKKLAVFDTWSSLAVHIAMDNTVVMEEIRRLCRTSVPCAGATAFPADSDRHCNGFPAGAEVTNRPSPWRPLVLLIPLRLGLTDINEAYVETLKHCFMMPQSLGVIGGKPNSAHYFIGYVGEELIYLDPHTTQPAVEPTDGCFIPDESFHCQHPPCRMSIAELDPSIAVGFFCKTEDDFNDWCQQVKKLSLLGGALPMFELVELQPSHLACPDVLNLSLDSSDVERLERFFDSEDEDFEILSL
mIAP block – inhibitors of mouse IAP, primary screen, biochemical, luminescence, uHTS | intestinal alkaline phosphatase [Mus musculus] | purified mouse IAP, CDP-Star luminescence, 30 min | inhibition, % at 10 µM | 330,000 compounds, 0.2% hits | AID 2806, 2010;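 active means inhibition of at least 40% at 10 µM in the primary screen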;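 further: plate controls were DMSO with enzyme for no effect and no enzyme wells for full effect; values of inactives mirror those of a sister screen read the other way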
hIAP inh – human IAP inhibitors, primary screen, biochemical, luminescence, uHTS; Intestinal-type alkaline phosphatase (Homo sapiens), P09923; purified IAP, CDP-Star luminescence, 30 min; inhibition, % at 10 µM; 330,000 compounds, 0.12% hits;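 active means inhibition reaching a set limit with compound at 10 µM in the primary screen, cut at about 35% in these data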;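 further: plate controls were DMSO wells with enzyme for no effect and no-enzyme buffer wells for full effect; values of inactives mirror those of a sister screen read the other way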
A3A deaminase – APOBEC3A ssDNA deaminase inhibitors, primary screen, selectivity assay for APOBEC3G inhibitor project, biochemical, FAM/TAMRA oligo cleavage fluorescence | DNA dC->dU-editing enzyme APOBEC-3A (Homo sapiens), P31941 | recombinant A3A, FAM/TAMRA ssDNA deamination fluorescence | inhibition, % at 20 µM | 330,000 compounds, 0.41% hits | AID 493011, 2011;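 active means at least 40% inhibition at 20 µM here, with at most 30% in a related deaminase screen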;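 further: plate controls were A3A with DMSO for no effect and wells lacking A3A enzyme for full effect; some results filed as inactive read as strong as hits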
Target sequence (P31941 whole entry, looked up): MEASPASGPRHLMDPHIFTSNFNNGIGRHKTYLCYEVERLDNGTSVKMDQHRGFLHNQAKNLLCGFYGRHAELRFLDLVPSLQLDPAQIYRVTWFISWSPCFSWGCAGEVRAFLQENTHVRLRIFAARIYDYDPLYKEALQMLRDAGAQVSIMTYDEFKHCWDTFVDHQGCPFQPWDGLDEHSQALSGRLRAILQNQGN
hIAP act – human IAP activators, primary screen, biochemical, luminescence, uHTS. activation factor at 10 µM. Intestinal-type alkaline phosphatase (Homo sapiens), P09923. 330,000 compounds, 0.16% hits. purified human IAP, CDP-Star luminescence, 30 min; active compounds read high; 1 = vehicle-only enzyme, 0 = enzyme-free background. AID 2524, 2010;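 active means activation factor of the enzyme at least 2-fold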; further: the source names both 10 and 20 µM as test concentration; values of inactives mirror those of a sister screen read the other way
MPTP inh – mitochondrial permeability transition pore inhibitors, primary screen, biochemical, isolated mouse mitochondria, absorbance; inhibition, % at 10 µM; Ca2+ swelling absorbance, 30 min; 360,000 compounds, 1.4% hits; AID 602449, 2012;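 active means inhibition of 50% or more, scaled per plate between neutral and stimulator controls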;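 further: 0% = DMSO wells given calcium and 100% = 1 mM EGTA wells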
A3G deaminase – APOBEC3G DNA deaminase inhibitors, primary screen, biochemical, fluorescence, single-stranded DNA substrate, uHTS; 330,000 compounds, 0.28% hits; recombinant A3G, ssDNA deamination FAM/TAMRA fluorescence; AID 493012, 2011; inhibition, % at 20 µM;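 active means inhibition of at least 40% at 20 µM, with no more than 30% in the related APOBEC3A deaminase screen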;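 further: plate controls were DMSO wells with A3G for no effect and wells lacking A3G enzyme for full effect; some compounds called inactive have numbers as strong as hits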
Target sequence (Q9HC16 whole entry, looked up): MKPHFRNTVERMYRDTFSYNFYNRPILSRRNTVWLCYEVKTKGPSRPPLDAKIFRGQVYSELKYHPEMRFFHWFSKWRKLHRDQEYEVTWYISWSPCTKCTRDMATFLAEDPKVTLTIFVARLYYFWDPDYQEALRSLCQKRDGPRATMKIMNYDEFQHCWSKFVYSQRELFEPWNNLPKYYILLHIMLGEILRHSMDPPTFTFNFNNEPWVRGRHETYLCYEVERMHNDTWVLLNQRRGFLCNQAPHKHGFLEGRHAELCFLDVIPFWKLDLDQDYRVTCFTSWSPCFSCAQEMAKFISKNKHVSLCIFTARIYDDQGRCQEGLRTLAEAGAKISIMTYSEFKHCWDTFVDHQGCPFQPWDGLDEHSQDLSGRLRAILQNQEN
mIAP act – activators of mouse IAP, primary screen, biochemical, luminescence, uHTS; intestinal alkaline phosphatase [Mus musculus]; muIAP, CDP-Star luminescence, 30 min; active compounds read high; 1 = vehicle-only enzyme signal, 0 = enzyme-free wells; activation factor at 10 µM; 330,000 compounds, 0.24% hits; AID 2805, 2010;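 active means activation factor of at least 2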; further: the source names both 10 and 20 µM as test concentration; values of inactives mirror those of a sister screen read the other way
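System: Mouse IAP enzyme | Also added: CDP-Star substrate | Dosing: Compounds dispensed in DMSO | Schedule: 30 min enzyme-substrate-compound incubation at room temperature | Technique: Chemiluminescence readout | Control set: DMSO-only wells and no-enzyme negative control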
beta cell repl – inducers of MIN6 beta-cell proliferation, primary screen, ATP luminescence, uHTS. MIN6 cells proliferation, ATPlite luminescence, 48 h; cells starved in 0.2% serum; 100% = growth in 10% serum. proliferation, % at 10 µM. 330,000 compounds, 0.29% hits;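 active means compounds whose signal lies at least 3.5 SD above the mean of all wells on their plate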;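 further: 0% = DMSO-treated cells in low-serum medium and 100% = 10% serum control; some compounds called inactive have numbers as strong as hits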
Starred values were filed as active, the others as inactive.

SMILES	A3A deaminase	hIAP inh	A3G deaminase	MPTP inh	hIAP act	ATG4B inh	mIAP block	mIAP act	beta cell repl
O=C(Nc1ccccc1)c1ccc(S(=O)(=O)N(CCO)CCO)cc1	-4.2	-27.6	-10.4	0.2	1.28	-5.4	0.6	0.994	-2.6
O=C(NC1CCN(S(=O)(=O)c2ccc(F)cc2)CC1)C1CCCCC1	-3.0	-2.5	-8.3	1.7	1.02	-6.8	-3.2	1.03	-4.7
CCOC(=O)C1=C(C)C(c2ccccc2OC)NC(=S)N1 (centres undefined)	-3.1	0.7	-6.2	-0.7	0.993	-7.4	-5.5	1.05	0.7
Cc1ccc(NC(=O)CN2C(=O)N/C(=C/c3ccc4c(c3)OCCO4)C2=O)cc1	-3.5	-5.5	-6.2	-1.8	1.05	-3.0	1.4	0.986	-0.4
O=C1CN(C(=S)Nc2ccc(OC(F)F)cc2)CCN1	-1.3	8.6	-8.2	1.5	0.914	-0.5	15.1	0.849	-2.8
CCOc1cc(/C=C(/C#N)C(=O)Nc2ccc(O)cc2)cc(Br)c1O	-4.7	9.4	-3.9	0.1	0.906	-5.2	8.9	0.911	-2.6
COc1cccc(NC(=O)CN(C)C(=O)c2cc(-c3ccco3)nc3ccccc23)c1	30.8	-5.3	9.0	-1.6	1.05	-9.3	11.9	0.881	-1.9
CC(=O)N[C@@H](Cc1c[nH]c2ccccc12)C(=O)NCCc1ccc(S(N)(=O)=O)cc1	1.5	11.0	2.4	-0.3	0.89	1.6	-2.0	1.02	-1.5
Cc1nn(CC(=O)N2N=C(C(F)F)CC2(O)C(F)F)c(C)c1[N+](=O)[O-] (centres undefined)	0.4	-6.7	-4.4	-0.6	1.07	-3.7	3.2	0.968	0.0
NC(=O)c1cnn2c(-c3cccc(C(F)(F)F)c3)ccnc12	-3.1	-4.4	-12.8	0.6	1.04	-1.9	-0.2	1	-2.9
Cc1ccc(S(=O)(=O)N2[C@@H](c3ccc(C(C)(C)C)cc3)C(C(=O)O)=CC[C@H]2c2ccc(Cl)c(Cl)c2)cc1	2.5	-15.4	-1.1	0.4	1.15	36.4	8.1	0.919	-5.0
Cc1cc(C(=O)COc2ccccc2[N+](=O)[O-])c(C)n1-c1cccc(S(=O)(=O)N2CCOCC2)c1	3.6	-9.6	4.4	18.8	1.1	0.8	-2.1	1.02	-1.6
CC(CC(=O)NCc1ccc(F)cc1)c1ccccc1 (centres undefined)	-1.0	-10.5	-8.8	-1.1	1.1	7.1	-1.5	1.01	-1.6
CCCCNc1c(N2CCN(C(=O)OCC)CC2)c(=O)c1=O	-3.7	-12.5	-11.9	-1.0	1.12	-5.3	-3.9	1.04	-4.5
Nc1nnc(Cc2ccccc2)s1	-2.0	-14.0	-2.3	1.4	1.14	-3.2	-2.2	1.02	-1.0
O=C(CCCOc1ccc(Br)cc1)NNC(=O)c1ccncc1	-3.6	10.9	-11.1	-1.6	0.891	5.2	-0.2	1	1.1
COc1cc(/C=C/CN2CCC(Oc3ccc(C(=O)N4CCCC4)cc3)CC2)ccc1O	-3.7	-4.9	-2.1	-0.1	1.05	40.2*	-7.6	1.08	-2.9
COc1cccc(C(=O)NC(=S)Nc2ccccc2N2CCCC2)c1	-4.2	-2.2	-6.1	1.1	1.02	10.0	35.5	0.645	-4.2
CC(C)CN(C(=O)Cn1c(C(F)(F)F)nc2ccccc21)C1CCS(=O)(=O)C1 (centres undefined)	-4.8	2.5	-10.5	-0.5	0.975	-3.0	-7.3	1.07	6.8
CC(=O)C(Cc1ccc(Cl)nc1)Cc1ccc(Cl)nc1	-7.0	-13.2	-1.1	-1.8	1.13	-2.6	-18.0	1.18	-2.8
CC(=O)Nc1ccc(-c2sc(Nc3cccc4ccccc34)n[n+]2-c2ccccc2)cc1	-9.1	-0.4	-11.1	0.3	1	-17.2	-8.8	1.09	-5.9
COc1ccc(/C=C2\C(=N)N3N=C(CC(=O)N4CCOCC4)SC3=NC2=O)cc1	1.0	15.4	19.6	2.5	0.846	-5.8	-5.0	1.05	-6.6
Cc1ccc(S(=O)(=O)N2CCOCC2)cc1C(=O)Nc1ccc2c(c1)OCCO2	-0.2	15.6	-2.1	0.8	0.844	-11.3	3.4	0.966	3.0
Cc1cccn2c(=O)c(/C=C(\C#N)C(N)=O)c(N3CCN(c4cccc(Cl)c4)CC3)nc12	1.7	-0.7	-7.5	0.1	1.01	-1.6	13.7	0.863	-3.1
O=C(Nc1cc2c(cc1C(=O)O)OCCCO2)c1ccc(F)cc1F	-3.3	-1.2	-11.2	0.3	1.01	38.9	8.7	0.913	-3.9
COC(=O)C1C2C=CC3(CN(Cc4ccco4)C(=O)C13)O2 (centres undefined)	-0.4	7.9	-5.0	0.1	0.921	5.4	-2.9	1.03	-1.4
O=S(=O)(c1cc(Cl)ccc1Cl)N1CC2CCCN2c2ccc(C(F)(F)F)cc21 (centres undefined)	-1.6	1.1	0.7	0.4	0.989	-3.3	-1.2	1.01	-4.9
COc1cccc(NC(=O)CSc2nc3c(sc4ccccc43)c(=O)n2CCN(C)C)c1	-6.9	-23.0	4.6	1.4	1.23	-20.5	7.6	0.924	-1.8
Cc1onc(-c2ccccc2)c1C(=O)NCc1ccc2c(c1)OCO2	-0.9	-2.1	-4.0	0.3	1.02	-7.0	9.4	0.906	-0.5
C=CCN(c1ccc(C(=O)OC)cc1)S(=O)(=O)c1ccccc1	-6.1	0.3	-7.3	0.5	0.997	0.9	6.8	0.932	1.7

Single values from the list:
Entry of Cc1nn(CC(=O)N2N=C(C(F)F)CC2(O)C(F)F)c(C)c1[N+](=O)[O-] (centres undefined) in mIAP block: 3.2
Entry of COc1cccc(NC(=O)CN(C)C(=O)c2cc(-c3ccco3)nc3ccccc23)c1 in beta cell repl: -1.9

(list continues)
SMILES	A3A deaminase	hIAP inh	A3G deaminase	MPTP inh	hIAP act	ATG4B inh	mIAP block	mIAP act	beta cell repl
COc1ccc(C(=O)NC(=S)Nc2ccccc2N2CCOCC2)cc1Br	1.0	11.0	-5.7	1.3	0.89	12.7	14.7	0.853	-2.7
Cn1c[n+](C)cc1-c1ccc(/C(N)=N/O)cc1	3.3	-11.6	-2.8	-1.7	1.12	0.5	5.7	0.943	-1.1
CCOc1ccsc1C(=O)O	2.7	4.3	6.4	0.7	0.957	-2.5	-5.7	1.06	-2.1
CCN(Cc1ccccc1)C(=O)c1cc2c(=O)oc3ccc(C)cc3c2s1	1.7	12.5	6.8	0.1	0.875	-0.3	16.8	0.832	1.5
CCCCc1cc(=O)oc2cc(C)cc(OCC(=O)NCC3CCC(C(=O)O)CC3)c12 (centres undefined)	-4.3	14.3	-6.7	-2.3	0.857	-32.0	10.5	0.895	-4.2
CCCS(=O)(=O)N1CCCC(C(=O)NCCCN(Cc2ccccc2)C(C)C)C1 (centres undefined)	-0.2	-7.2	-1.7	3.1	1.07	-5.5	-5.2	1.05	-4.4
COc1ccccc1NC(=O)NCC(c1ccco1)N1CCCCC1 (centres undefined)	0.1	-19.4	-1.3	-1.7	1.19	-8.6	-10.8	1.11	-0.6
Cc1ccc2cc(CN(c3ccc(C)c(C)c3)S(C)(=O)=O)c(=O)[nH]c2c1	7.1	17.8	2.1	-0.6	0.822	-13.3	-0.6	1.01	4.8
CCOc1ccc(CN2CCNC(=O)C2CC(=O)N(C)C2CCCCC2)cc1 (centres undefined)	-3.0	-7.3	-6.2	0.3	1.07	17.5	-6.4	1.06	-0.3
COc1ccc(CCn2cnc3c([nH]c4ccccc43)c2=O)cc1	-1.7	-6.8	-3.0	2.2	1.07	0.9	4.3	0.957	-3.3
CC(NC(=O)C1CCC(=O)N1Cc1ccccc1Cl)c1ccccc1 (centres undefined)	-2.8	4.0	-2.5	0.3	0.96	-4.7	-1.6	1.02	0.3
COc1ccc(/C=C/C(=O)NCc2cn(C)nc2C)cc1COc1ccc(Cl)cc1Br	0.8	-16.5	-1.3	-2.0	1.17	-0.6	-6.5	1.06	-2.5
CN(C)C1=NC[C@H](Cc2ccccc2)N1CCCC1CCCC1	-3.0	-15.1	-8.1	0.9	1.15	7.5	-2.8	1.03	-8.3
CNC(=O)N(O)C1N(C)C(=O)N(CC(=O)OC)C1(C)C (centres undefined)	-3.0	-9.1	-5.9	-0.7	1.09	-4.6	2.8	0.972	0.0
CCOC(=O)C1CCCN(Cc2nc3ccc([N+](=O)[O-])cc3c(=O)n2-c2ccc(OC)cc2OC)C1 (centres undefined)	-1.3	1.4	-6.0	2.1	0.986	-1.8	1.9	0.981	4.6
CCC(=O)Nc1ccc(NC(=O)c2cccc(OC)c2)nc1	-1.5	-2.8	-0.9	-2.8	1.03	-4.4	3.0	0.97	-2.5
CSCCC(NC(=O)c1cccc(S(=O)(=O)N2CCOCC2)c1)C(=O)Nc1ccc(F)cc1 (centres undefined)	-4.2	-9.3	-8.4	-0.3	1.09	-5.5	-9.0	1.09	-2.5
CC(C)CC(=O)Nc1nnc(SCC(=O)NCc2ccc3c(c2)OCO3)s1	2.8	-12.8	-2.7	-0.7	1.13	-5.4	-1.0	1.01	-3.1
O=C(COC(=O)c1cc([N+](=O)[O-])ccc1N1CCOCC1)Nc1c(Cl)cccc1Cl	3.5	12.3	-10.7	-0.9	0.877	-7.0	5.5	0.945	5.5
CC(C)(C)CC(C)(C)NC(=O)Nc1cccc([N+](=O)[O-])c1	2.1	13.0	-3.0	90.2*	0.87	2.9	-1.0	1.01	-5.9
Cc1cccc(NC(=O)c2cc(=O)c3ccccc3o2)c1	-1.5	18.4	-8.1	-1.5	0.816	4.7	1.9	0.981	-5.1
O=C(COC(=O)CSc1ccc2ccccc2c1)Nc1ccccc1OC(F)F	0.6	1.0	-1.3	-3.0	0.99	6.0	20.3	0.797	0.0

Record cards, from the list above:
Record of Cc1cccc(NC(=O)c2cc(=O)c3ccccc3o2)c1 = A3A deaminase = -1.5; hIAP inh = 18.4; A3G deaminase = -8.1; MPTP inh = -1.5; hIAP act = 0.816; ATG4B inh = 4.7; mIAP block = 1.9; mIAP act = 0.981; beta cell repl = -5.1
Record of CN(C)C1=NC[C@H](Cc2ccccc2)N1CCCC1CCCC1 = A3A deaminase = -3.0; hIAP inh = -15.1; A3G deaminase = -8.1; MPTP inh = 0.9; hIAP act = 1.15; ATG4B inh = 7.5; mIAP block = -2.8; mIAP act = 1.03; beta cell repl = -8.3
